# Source: PubChem BioAssay
# VLA-4 inh: inhibition in a human VLA-4 binding assay | inhibition, % (about 7 µM as worked out from the volumes in the protocol) | 330,000 tested, 0.2% active | VLA-4 expressing cells, ligand binding flow cytometry | P13612 | AID 2557; in the data active = inhibition above about 50%
# HCV core dimer: blocks dimerization of HCV core protein | TR-FRET GST/Flag-core106 dimerization, 1536-well | inhibition, % at 5 µM | 300,000 tested, 0.33% active;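 active = inhibition above the mean of all tested compounds plus 3 SD, set per screening campaign, cut at about 45% in these data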
#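 System: GST-tagged and Flag-tagged HCV core protein residues 1-106 / Input: core106 proteins, GST 13.5 nM and Flag 17 nM / Buffer or medium: KF-containing HEPES buffer, pH 7.45, DTT, CHAPS, BSA / Probe or stimulus: Eu-anti-GST and XL665-anti-Flag labelled anti-tag antibodies / Schedule: 4 h, 22.5 °C incubation / Technique: TR-FRET 671 and 617 nm emission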
# procasp7 counter: counter-screen: procaspase-7 (human) activation | AID 463210 | 330,000 tested, 0.093% active | P55210 | activation, % at 8.5 µM | recombinant procaspase-7, Ac-DEVD-pNA absorbance 405 nm; D23A/D198A/D206A triple mutant, cannot self-cleave; scale: DMSO 0, 5 µM enzyme 100;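 active = percent activation above the screen-wide mean plus 3 SD, cut at about 25% in these data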
# Target sequence (P55210 whole entry D23A/D198A/D206A): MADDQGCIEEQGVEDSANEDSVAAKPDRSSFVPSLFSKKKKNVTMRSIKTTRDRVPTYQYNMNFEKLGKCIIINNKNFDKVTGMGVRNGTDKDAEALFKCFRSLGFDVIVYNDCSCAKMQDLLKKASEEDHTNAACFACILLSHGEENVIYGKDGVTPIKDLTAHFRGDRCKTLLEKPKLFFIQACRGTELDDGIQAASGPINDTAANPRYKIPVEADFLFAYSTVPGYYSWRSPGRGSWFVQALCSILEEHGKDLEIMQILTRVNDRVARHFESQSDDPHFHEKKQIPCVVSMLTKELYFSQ
#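 Assay system: Uncleavable procaspase-7 mutant enzyme / Input: 2 µM procaspase-7 mutant as dispensed / Dosing: single nominal 8.5 µM compound dose, 0.8% DMSO final / Timing: 1 h enzyme–compound preincubation and 2 h substrate reaction, both 25 °C / Detection: p-Nitroaniline absorbance at 405 nm, read at 0 and 120 min / Replication: singlicate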
# JMJD2C inh: human JMJD2C demethylase inhibition; GST-JMJD2C(1-420) H3K9me3 demethylation, DELFIA europium; inhibition, % at 2.35 µM; 330,000 tested, 0.069% active; AID 2099;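 active = more than half of a compound's replicate wells show inhibition beyond 50%, single wells judged on their own value; inconclusive = some, but no more than half, of replicates pass 50% inhibition; inactive = no replicate passes 50% inhibition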;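 also: signal counts dimethyl H3K9 product captured on neutravidin plate; 0% = median of DMSO wells and 100% = 0.3 times that DMSO median; strong numbers were not always called active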
# Target sequence (Q9H3R0 1-420 limits assumed): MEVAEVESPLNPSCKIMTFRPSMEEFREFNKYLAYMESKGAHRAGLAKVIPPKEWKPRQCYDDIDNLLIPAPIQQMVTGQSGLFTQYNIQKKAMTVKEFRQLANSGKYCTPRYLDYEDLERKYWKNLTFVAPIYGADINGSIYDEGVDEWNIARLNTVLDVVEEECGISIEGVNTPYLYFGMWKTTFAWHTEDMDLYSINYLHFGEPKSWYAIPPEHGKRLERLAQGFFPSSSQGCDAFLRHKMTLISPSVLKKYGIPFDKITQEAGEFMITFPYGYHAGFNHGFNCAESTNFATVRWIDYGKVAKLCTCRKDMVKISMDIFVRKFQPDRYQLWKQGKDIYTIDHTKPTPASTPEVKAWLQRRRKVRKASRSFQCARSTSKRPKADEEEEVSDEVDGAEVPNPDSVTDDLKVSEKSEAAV
# PP5 inh: inhibitors of human protein phosphatase 5 (PP5); P53041; inhibition, % at 6.7 µM; AID 1987; purified PP5c, OMFP substrate fluorescence; 320,000 tested, 0.18% active;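 active = inhibition above the campaign's mean inhibition across all tested compounds plus 3 SD, cut at about 9.5% in these data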;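 also: 0% = DMSO only and 100% = 100 µM cantharidin control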
# PP1 counter: PP1-alpha (human) inhibition in PP5 counter-screen. inhibition, % at 6.7 µM. purified PP1alpha, OMFP fluorescence. AID 2235. 320,000 tested, 0.9% active. P62136;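 active = inhibition above the mean inhibition of all tested compounds plus 3 SD, computed separately for each screening campaign, cut at about 15% in these data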
# procasp3 activ: procaspase-3 (human) activation; recombinant procaspase-3 D3A, Ac-DEVD-pNA absorbance 405 nm; 330,000 tested, 0.11% active; AID 463141; activation, % at 8.5 µM; P42574;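 active = activation above the mean of all tested compounds plus 3 SD, cut at about 21% in these data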;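 also: 0% = DMSO alone and 100% = DMSO wells spiked with extra 5 µM PC-3 D3A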
# Target sequence (P42574 whole entry D9A/D28A/D175A): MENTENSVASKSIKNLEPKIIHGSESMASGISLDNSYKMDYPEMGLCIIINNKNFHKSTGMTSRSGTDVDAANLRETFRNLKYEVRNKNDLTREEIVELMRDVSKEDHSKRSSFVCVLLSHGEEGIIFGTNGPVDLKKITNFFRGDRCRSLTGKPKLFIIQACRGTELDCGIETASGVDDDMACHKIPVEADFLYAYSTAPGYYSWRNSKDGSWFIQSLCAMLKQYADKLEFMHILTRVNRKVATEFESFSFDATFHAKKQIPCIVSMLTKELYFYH
#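 System: Procaspase-3 D3A mutant. Medium: Zinc-free 300 mM NaCl, 50 mM HEPES, 0.01% Triton X-100. Schedule: 1 h preincubation plus 2 h reaction at 25 °C. Measured by: 405 nm absorbance of p-nitroaniline, reads at 0 and 120 min. Read-out: percent activation relative to control range.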
# GRK2 aptamer HTS: inhibitors of human GRK2 displacing RNA aptamer. bead flow cytometry, FAM-aptamer displacement from GRK2. AID 488847. inhibition of aptamer binding, % at 10 µM. P25098. 330,000 tested, 0.59% active;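 active = inhibition of aptamer binding above 40%, roughly 3 SD of noise, on plates passing a quality check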;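 also: median bead fluorescence of bound FAM aptamer so fluorescent compounds give negative values; no value below 0 was filed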
# Fh CTSL1 inh: counter-screen for PFM18AAP inhibitors: inhibitors of F. hepatica cathepsin L1. inhibition, % at 5.96 µM. AID 1906. recombinant F. hepatica cathepsin L1, Z-Leu-Arg-MCA fluorescence. 300,000 tested, 0.49% active;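 active = inhibition above the mean of all tested compounds plus 3 SD, set per screening campaign, cut at about 17% in these data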;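 also: 0% = plate median of test compound wells and 100% = 1 µM Z-Phe-Ala-diazomethylketone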
# Active calls of the source: *; ? = inconclusive; · = no result given.
structure	VLA-4 inh	HCV core dimer	procasp7 counter	JMJD2C inh	PP5 inh	PP1 counter	procasp3 activ	GRK2 aptamer HTS	Fh CTSL1 inh
NCCCCCc1nnc(SCc2cccc(Cl)c2)o1	8	1	-8	-2	3.9	-2	0	0	-1
Cc1noc(C)c1CSc1nc2cc(S(=O)(=O)N3CCOCC3)ccc2o1	2	-2	-18	0	-1.0	0	-10	1	-2
Cc1cc(/C=N/n2cnnc2)c(C)n1-c1cc(Cl)ccc1Cl	11	2	-10	1	2.8	3	8	0	0
N#CC(c1nc2ccccc2nc1OCCO)S(=O)(=O)c1ccccc1 (configuration not stated)	-3	-7	-6	-13	1.4	1	-12	1	-1
CCc1ccc(NC(=O)c2ccccc2NC(=O)C2CCCO2)cc1 (configuration not stated)	6	4	-1	-2	1.4	-1	-1	0	-1
NC1=NC[C@H](CC2CCCCC2)N1CCc1cc(C(F)(F)F)cc(C(F)(F)F)c1	26	-8	4	2	2.9	18*	8	0	2
CCc1nnc(NC(=O)CCC(=O)Nc2ccccc2)s1	-4	-2	5	118	-1.1	-2	-1	0	2
CCN(CC)c1ccc(NC(=O)COC(=O)C23CCC(=O)N2c2ccccc2S3)cc1 (configuration not stated)	10	-1	-5	0	2.4	3	5	0	-5
O=C(OCC(=O)N1CCc2ccccc21)C1=COCCO1	10	-1	6	-5	-1.7	0	-1	2	-1
CC(=O)N1CCN(Cc2nc3cc(NC(=O)C4CCCCC4)ccc3n2C)CC1	-1	5	5	5	1.7	-9	3	5	-4
CCCCNc1c(-c2cccc(SC(C)CC)c2)nc2ccc(Cl)cn12 (configuration not stated)	-19	·	-5	-8	·	·	-8	0	·
Cc1ccc(-n2c(-c3ccco3)n[nH]c2=S)cc1	3	-2	1	-8	2.3	-6	-7	0	3
Cc1cc(=O)[nH]c2c1c(C)nn2C1CCCCC1	4	-3	3	-2	0.5	-1	-3	0	-2
CCCCN(C1CCS(=O)(=O)C1)S(=O)(=O)c1cc(C)ccc1C (configuration not stated)	5	1	-6	6	-2.2	-4	3	0	2
CC1CCN(C(=O)Cn2nnc(-c3ccc([N+](=O)[O-])cc3)n2)CC1	18	1	7	-16	-1.0	7	7	1	0

# Continued, starting with the last 4 of the part before.
structure	VLA-4 inh	HCV core dimer	procasp7 counter	JMJD2C inh	PP5 inh	PP1 counter	procasp3 activ	GRK2 aptamer HTS	Fh CTSL1 inh
Cc1ccc(-n2c(-c3ccco3)n[nH]c2=S)cc1	3	-2	1	-8	2.3	-6	-7	0	3
Cc1cc(=O)[nH]c2c1c(C)nn2C1CCCCC1	4	-3	3	-2	0.5	-1	-3	0	-2
CCCCN(C1CCS(=O)(=O)C1)S(=O)(=O)c1cc(C)ccc1C (configuration not stated)	5	1	-6	6	-2.2	-4	3	0	2
CC1CCN(C(=O)Cn2nnc(-c3ccc([N+](=O)[O-])cc3)n2)CC1	18	1	7	-16	-1.0	7	7	1	0
Cc1ccc(S(=O)(=O)N2CCN(C(=O)COC(=O)c3cccc(Cl)c3)CC2)c(C)c1	0	·	-12	-1	4.8	2	6	0	·
CC1CN(/C=C/C(=O)C(F)(F)F)CC(C)O1 (configuration not stated)	10	-3	0	-2	2.5	-2	0	0	6
Cc1cccc(OCCCC(=O)Nc2nccs2)c1	1	-1	5	-9	1.0	0	0	0	-3
O=C(Nc1ccc(Cl)cc1Cl)c1cccc(N2C(=O)C=CC2=O)c1	49	7	-28	14	-1.3	3	-23	1	15
CCOC(=O)C1CCN(C(=O)c2ccccc2NS(=O)(=O)c2ccc(F)c(F)c2)CC1	-2	7	10	?	0.4	10	9	1	0
CCC(C)(C)NC(=O)c1cc(S(=O)(=O)N2CCCCC2)ccc1N1CCOCC1	-2	-1	-4	-33	1.1	-1	8	1	-3
Cc1cccc(CN2CCC(C(=O)Nc3ccc(Oc4cccnc4)cc3)CC2)c1	16	-1	5	1	0.4	0	12	0	-2
CCC(C(=O)OCC(=O)Nc1cc(Cl)cc(Cl)c1)c1ccccc1 (configuration not stated)	5	-4	-8	74	5.4	1	1	0	-12
c1ccc(C[C@H]2CNCCN2CC2(c3ccccc3)CC2)cc1	24	-34	-1	10	-0.6	1	3	0	2
NC(=O)CC(NC(=O)c1ccccc1)c1ccc(NCc2ccccn2)c([N+](=O)[O-])c1 (configuration not stated)	1	9	7	3	2.5	-7	4	0	-9
C#CC[N+](C)(C)C(C#Cc1ccccc1)CC=C (configuration not stated)	11	6	0	9	1.3	3	-5	0	3
COc1ccc(OCC(=O)Nc2cccc(-c3nc4ccccc4[nH]3)c2)cc1	4	4	-7	4	3.1	1	8	1	3
COc1cccc2cc(C(=O)NCc3ccccn3)c(=O)oc12	13	0	7	-4	-2.5	-2	7	2	0
Oc1cccc(-c2nc3c4c(ncn3n2)-c2ccccc2CC42CCCC2)c1	-14	-4	11	-3	6.3	5	-4	0	-4
CCOC(=O)Cn1cnc2sc(C(=O)OC)c(C)c2c1=O	-2	0	0	3	-0.3	1	4	1	6
CCOC(=O)COn1c(-c2cccc(Cl)c2)nc2ccc([N+](=O)[O-])cc21	2	-3	7	-12	2.4	0	0	0	-3
COc1ccc2oc(C)c(C(=O)Cn3ccnc3)c2c1	3	-31	6	1	0.1	2	6	1	-3
Cc1c(CCC(C)C)c(=O)n2c([nH]c3ccccc32)c1C#N	-8	-3	3	9	1.8	-6	5	3	-3
C[C@H](CO)N1C[C@H](C)[C@@H](CN(C)C(=O)Nc2ccc(C(F)(F)F)cc2)Oc2ccc(NC(=O)NC3CCCCC3)cc2C1=O	-1	·	6	·	·	·	9	3	·
COc1ccccc1N1CCN(C(=O)c2ccoc2C)CC1	4	3	-5	0	-0.3	0	-1	2	-3
COc1ccc(C2NC(=O)NC(C)=C2[N+](=O)[O-])cc1 (configuration not stated)	2	10	6	-4	1.3	2	5	12	2
O=C(NCc1ccccn1)c1cc(-n2cnnc2)ccc1Cl	-4	1	2	0	-0.6	-5	2	0	-2
CCOc1ccccc1OCC(=O)Nc1nnc(C)s1	0	-3	1	10	0.8	-3	4	0	-1
COC(=O)/C(C#N)=C/c1c(N2CCN(c3ccccc3)CC2)nc2ccccn2c1=O	19	8	-3	-3	-0.6	0	-11	1	1
O=S(=O)(c1ccc(Cl)cc1)N1CCN=C1SCc1ccc(Cl)c(Cl)c1	9	-1	6	1	0.9	-1	6	0	-4
O=C(/C=C/c1cccs1)N1CCN(Cc2ccc3c(c2)OCO3)CC1	3	-9	3	-11	5.0	4	2	4	2
O=C(CCCN1CCOCC1)c1ccc2c(c1)OCCO2	8	-2	6	-5	0.3	-2	5	0	3
O=C(COC(=O)c1ccc2ccccc2c1)Nc1ncc(C(F)(F)F)cc1Cl	6	7	-2	3	1.9	-3	7	0	-2
CC(=O)c1ccc(-c2ccccc2OC(F)(F)F)o1	3	7	3	-21	-1.2	-2	-3	0	1
O=C(NCc1cccnc1)c1ccc(-c2ccccc2[N+](=O)[O-])o1	15	-3	11	-8	0.1	-4	-1	2	3
CC(NC(=O)c1cccnc1Sc1ccccc1)c1ccc(S(N)(=O)=O)cc1 (configuration not stated)	3	2	3	-2	-1.3	-3	3	3	1
CSc1cccc(NC(=O)/C=C/c2ccccc2)c1	0	-1	-4	2	6.9	0	-7	0	-1
CCOC(=O)C(c1ccccc1)C(Nc1cc(C(F)(F)F)cc(C(F)(F)F)c1)c1ccccn1 (configuration not stated)	-5	-1	-2	-1	2.9	-1	-6	0	1
COc1ccc(-c2noc(N3CCCC(C(=O)Nc4ccccc4F)C3)n2)cc1 (configuration not stated)	-1	6	-1	6	2.3	-4	6	3	0
O=C(O)C1CCN(c2nc(-c3ccccc3)nc3c2oc2ccccc23)CC1	-4	13	5	0	1.9	3	4	14	2
CC(=O)N1CC=C2C(C#N)=C(N)C(C#N)(C#N)[C@H](c3ccoc3)[C@H]2C1	2	1	1	-1	2.0	0	-9	0	1
O=C(CCc1nc(-c2ccccc2)no1)Nc1cc(C(F)(F)F)ccc1Cl	-3	-1	10	3	3.2	2	10	0	3
COc1ccccc1C(=O)Nc1ccc(C(=O)Nc2ccccc2C(=O)O)cc1	16	8	-9	-3	-1.1	3	1	1	1
Cc1ccc2[nH]c3c(=O)n(CC(=O)NCCc4ccc(Cl)cc4)ncc3c2c1	11	6	2	1	0.9	1	0	0	-2
O=S(=O)(c1cccc(-c2nnc3n2CCCCC3)c1)N1CCCC1	8	2	2	-3	0.2	-2	-3	2	-3
CC(C)NC(=O)C(=O)NCc1ccccn1	3	-1	-12	9	-0.4	0	1	0	-1
Cc1ccc(C)c(N2C(=O)CS/C2=N\NC(=O)c2ccccc2Cl)c1	-7	4	-4	17	0.8	-5	-7	1	1
O=C(NCc1ccc2c(c1)OCO2)c1cc(-c2ccncc2)nc2ccccc12	9	-1	-7	0	-0.9	0	2	1	-1
O=C(Cn1c(=O)n2ncnc2c2c3c(sc21)CCCC3)c1ccccc1	9	9	8	5	0.6	4	1	2	4
COc1ccc(NC2CCCN(C(=O)CN3C(=O)c4ccccc4C3=O)C2)cc1OC (configuration not stated)	24	-9	-28	2	-1.0	-4	-19	2	-3
COc1ccccc1-c1nc(SCC(=O)Nc2ccccc2F)n[nH]1	-30	-23	-9	0	4.4	-2	7	0	2
Cc1nc(OCc2ccccc2)c2ccccc2n1	-1	-7	15	-3	3.0	1	6	1	-1
CSc1cccc(NC(=O)c2cc(S(=O)(=O)N3CCCC3)cn2C)c1	19	6	14	-5	3.4	2	4	0	-1
COC(=O)c1ccsc1NC(=O)CN1CCN(c2ccc(F)cc2)CC1	10	8	9	-2	6.5	2	-6	3	3
CCS(=O)(=O)N1CCN(C(=O)C(c2ccccc2)c2ccccc2)CC1	-9	7	-2	19	0.5	-10	1	1	3
COc1cc(CCC(=O)OCc2ccccc2C#N)cc(OC)c1OC	-5	5	7	10	-0.9	-1	6	1	-6
COc1ccc(-c2cc(C(=O)NC3CCCC3)c3ccccc3n2)cc1	-9	14	-5	-10	0.4	-3	1	5	-2
CCCN(CC1CC1)C(=O)COC(=O)c1oc2ccc(OCC)cc2c1C	21	·	3	-1	2.5	-5	5	0	·
